HKDC1 inh = blocks human hexokinase HKDC1 activity | Q2TB90 | recombinant HKDC1, G6PDH/diaphorase resazurin coupled fluorescence | inhibition, % at 20 µM | 340,000 tested, 0.16% active | AID 493160;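 active = inhibition above about 35% when tested at 20 µM, limit read from the data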;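 also: plate controls were DMSO wells with enzyme for no effect and DMSO wells lacking enzyme for full effect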
Target sequence (Q2TB90 whole entry, looked up): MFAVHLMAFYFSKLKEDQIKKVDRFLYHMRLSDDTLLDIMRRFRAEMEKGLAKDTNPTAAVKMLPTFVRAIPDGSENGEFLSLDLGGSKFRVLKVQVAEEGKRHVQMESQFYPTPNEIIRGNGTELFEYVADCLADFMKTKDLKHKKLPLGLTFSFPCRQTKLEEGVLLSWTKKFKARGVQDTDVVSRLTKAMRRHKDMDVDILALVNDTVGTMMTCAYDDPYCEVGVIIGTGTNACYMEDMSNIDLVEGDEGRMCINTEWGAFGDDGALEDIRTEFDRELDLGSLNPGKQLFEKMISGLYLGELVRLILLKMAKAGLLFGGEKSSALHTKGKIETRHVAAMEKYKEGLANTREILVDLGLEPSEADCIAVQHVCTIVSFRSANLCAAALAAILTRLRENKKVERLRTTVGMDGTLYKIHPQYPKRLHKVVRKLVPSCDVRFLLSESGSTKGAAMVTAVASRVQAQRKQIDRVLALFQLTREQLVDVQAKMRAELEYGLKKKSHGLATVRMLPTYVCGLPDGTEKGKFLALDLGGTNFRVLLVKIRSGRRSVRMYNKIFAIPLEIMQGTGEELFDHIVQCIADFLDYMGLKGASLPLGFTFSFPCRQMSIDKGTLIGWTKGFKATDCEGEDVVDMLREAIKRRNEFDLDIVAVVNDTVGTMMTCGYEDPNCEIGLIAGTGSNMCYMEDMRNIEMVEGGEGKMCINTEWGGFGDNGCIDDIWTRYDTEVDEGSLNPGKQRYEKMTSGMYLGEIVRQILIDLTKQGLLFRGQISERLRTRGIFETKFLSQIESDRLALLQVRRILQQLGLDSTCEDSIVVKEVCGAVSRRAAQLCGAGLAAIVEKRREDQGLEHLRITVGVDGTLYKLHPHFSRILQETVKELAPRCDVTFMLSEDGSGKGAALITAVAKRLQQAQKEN
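Test system: Recombinant HKDC1 (HK5) hexokinase enzyme, produced in-house | Input: HKDC1 at 5 µg/mL | Buffer or medium: Tris pH 8.0 buffer with MgCl2, Tween-20, BSA, BME | Schedule: 90 min reaction incubation at room temperature, dark | Technique: Resazurin-to-resorufin fluorescence via G6PDH and diaphorase coupling, 525/613 nm | Controls: DMSO wells with and without enzyme mix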
PfG6PD inh = PfG6PD (Plasmodium falciparum) enzyme inhibition; PfGluPho enzyme, NADPH resazurin-diaphorase fluorescence; inhibition, % at 20 µM; 350,000 tested, 0.78% active; AID 504690;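 active = inhibition reaching at least a set limit at 20 µM in the primary screen, cut at about 59% in these data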;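 also: 0% = DMSO wells with substrate and 100% = DMSO wells lacking glucose-6-phosphate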
SENP7 inh = inhibitors of human SENP7 protease; inhibition, % at 5 µM; 330,000 tested, 1.5% active; recombinant SENP7, Z-RLRGG-aminoluciferin luminescence, 40 min; Q9BQF6;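 active = inhibition above about 50% at the single test dose, limit read from the data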;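 also: plate controls were DMSO with enzyme for no effect and no enzyme buffer wells for full effect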
MPTP block = inhibitors of mitochondrial permeability transition pore. isolated mouse mitochondria, Ca2+ swelling absorbance, 30 min. inhibition, % at 10 µM. 360,000 tested, 1.4% active. AID 602449;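 active = inhibition of 50% or more, scaled per plate between neutral and stimulator controls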;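 also: 0% = DMSO wells given calcium and 100% = 1 mM EGTA wells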
SENP6 block = SENP6 protease inhibition | Recombinant SENP6 catalytic domain, aminoluciferin luminescence | inhibition, % at 10 µM | 330,000 tested, 1.8% active | AID 2599;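 active = inhibition above about 50% at the single tested dose, limit read from the data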;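 also: plate controls were DMSO wells with enzyme for no effect and DMSO wells lacking enzyme for full effect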
NR3A LBD binder = modulators (binders) of human NR3A ligand-binding domain. Tm shift relative to glycine control, % at 25 µM. 340,000 tested, 2.5% active. AID 1259313. NR3A LBD differential scanning fluorimetry, Tm shift; 0% = protein alone, 100% = glycine-bound protein;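 active = melting temperature shift of at least 10% of the positive control shift, at one fixed dose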
SENP8 inh = inhibitors of human SENP8 protease; Q96LD8; recombinant SENP8, Nedd8 substrate fluorescence; inhibition, % at 20 µM; 360,000 tested, 0.64% active; in the data active = inhibition mostly above about 40%, no sharp cut-off; inactive = mostly below about 27%
Target sequence (Q96LD8 whole entry, looked up): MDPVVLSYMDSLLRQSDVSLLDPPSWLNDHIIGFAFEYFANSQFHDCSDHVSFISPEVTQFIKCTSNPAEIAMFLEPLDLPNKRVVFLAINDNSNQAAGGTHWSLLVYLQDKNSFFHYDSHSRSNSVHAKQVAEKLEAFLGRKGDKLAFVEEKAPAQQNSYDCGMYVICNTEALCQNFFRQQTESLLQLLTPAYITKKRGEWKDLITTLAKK
ATG4B inhibitor = blocks human ATG4B protease cleavage of LC3 substrate; inhibition, % at 8.33 µM; Q9Y4P1; ATG4B cleavage of LC3-PLA2, NBD-HPC fluorescence, 1 h; AID 504462; 340,000 tested, 0.51% active; in the data active = inhibition above about 40%
* hit, by the source's call; x = no result given.

1: CCOc1cc(C(=O)Nc2cc3c(cc2N2CCOCC2)n(C)c(=O)n3C)cc(OCC)c1OCC
2: Cc1ccc(C(=O)N2CCCC(C(=O)c3ccc(Cl)cc3C)C2)cn1 (centres undefined)
3: CSc1ccc(S(=O)(=O)N2CCC(C(=O)Nc3ccc(C(N)=O)cc3)CC2)cc1
4: Cc1cc(C)c(OCCCCCn2ccnc2)c(C)c1
5: Nc1ncc(-c2ccc([N+](=O)[O-])cc2)cn1
6: Cc1c(C(=O)Nc2ccc(S(=O)(=O)N(C)C3CCN(C)CC3)cc2)oc2c(Cl)cccc12
7: Cc1ccsc1C(=O)N/N=C/c1ccc2c(c1)OCO2
8: C=CCn1c(=O)/c(=C/c2ccc(C)o2)s/c1=C(/C#N)C(=O)c1ccccc1
screen / no.,1,2,3,4,5,6,7,8
HKDC1 inh,-5.7,-0.4,-4.6,-2.4,-8.5,3.1,6.1,3.3
PfG6PD inh,24.4,-10.4,-4.5,-12.7,-5.5,25.9,4.8,5.1
SENP7 inh,1.7,3.8,-1.5,9.3,8.4,-5.9,100.2*,7.6
MPTP block,0.2,1.0,-0.2,-1.5,-0.9,45.0,-0.1,2.3
SENP6 block,15.2,2.8,-3.2,9.0,19.6,-4.4,97.0*,6.7
NR3A LBD binder,-1.6,-4.5,2.8,0.1,-0.4,-0.4,3.9,-4.2
SENP8 inh,1.4,8.0,13.3,7.9,28.8,-6.6,-62.8,-4.2
ATG4B inhibitor,-5.5,23.0,-7.0,3.1,13.2,-12.9,-5.2,1.8

9: CC(C)OP(=O)(OC(C)C)C(Nc1cccc(C(=O)O)c1)c1ccccc1 (centres undefined)
10: C/C(=N\NC(=S)Nc1cccc(C)c1)c1ccccc1
11: Cn1c2ccccc2n2c(=O)c(Cl)c(-c3ccccc3)c(C#N)c12
12: O=C(COC(=O)/C=C/c1ccc([N+](=O)[O-])cc1)NC(=O)NC1CCCCC1
13: O=C(NCc1ccncc1)NC1CCCCC1
14: O=C(Cn1cc(COc2ccc(Br)cc2)nn1)c1ccc(O)cc1
15: Cc1ccc(C)c(-c2nc3ccc(N)cc3[nH]2)c1
16: O=S(=O)(Nc1cc(S(=O)(=O)N2CCOCC2)ccc1O)c1ccc2c(c1)OCCCO2
screen / no.,9,10,11,12,13,14,15,16
HKDC1 inh,-7.7,-3.4,14.0,-9.0,-3.8,0.9,0.4,-12.5
PfG6PD inh,-13.7,3.6,4.2,2.7,-16.5,-36.5,7.7,40.5
SENP7 inh,11.5,7.0,8.3,18.1,4.3,x,1.0,6.4
MPTP block,2.2,3.5,2.0,0.4,-0.8,0.6,-0.3,-2.5
SENP6 block,-6.2,-15.8,2.0,-19.5,-30.2,x,10.6,-0.8
NR3A LBD binder,1.1,-10.7,8.6,1.1,2.3,-10.6,3.4,0.2
SENP8 inh,-77.4,7.7,-323.3,21.3,13.8,16.5,-270.4,11.0
ATG4B inhibitor,-0.1,-5.5,7.8,3.1,-5.5,-1.8,-3.4,-6.7

17: COC1(C2=NCCN2)COc2ccccc2O1 (centres undefined)
18: CCc1ccccc1NC(=O)CCOc1ccccc1
19: C/C(=N\NC(=S)NC(C)C)c1ccco1
20: O=C(c1ccc2c(c1)OCO2)N1CCC(Cc2ccccc2)CC1
21: S=C(Nc1ccc(Br)cc1)N1CCN(c2ccccn2)CC1
22: O=C(CCCc1ccccc1)Nc1cccnc1
23: Cc1[nH]c(=O)[nH]c(=O)c1CSc1nnc(CCCCCNC(=O)OC(C)(C)C)o1
24: CSc1nc(NNC=O)cc(Oc2ccc(NC(C)=O)cc2)n1
screen / no.,17,18,19,20,21,22,23,24
HKDC1 inh,-6.8,-3.1,-7.0,-3.0,-3.3,-7.1,7.8,1.9
PfG6PD inh,-2.3,6.2,-11.1,0.1,7.2,-1.3,1.6,9.2
SENP7 inh,-6.5,3.9,1.2,11.6,3.4,-4.1,1.8,13.5
MPTP block,-1.1,-1.4,-0.5,2.2,6.7,-2.8,0.8,-0.7
SENP6 block,3.6,-0.7,-7.6,-6.3,-13.6,-6.0,-9.0,-0.8
NR3A LBD binder,0.6,-0.2,0.5,-2.3,2.0,-1.5,2.6,3.2
SENP8 inh,2.1,12.9,9.3,0.2,16.4,18.5,10.5,6.2
ATG4B inhibitor,4.0,-0.7,3.2,0.3,-9.6,3.9,8.0,0.9

25: C/C(=N/Nc1nc(-c2ccccc2)cc(-c2ccc(F)cc2)n1)c1cccc(N)c1
26: Cc1ccc(NC(=O)CN2C(=O)NC(C)(c3ccc(Cl)cc3)C2=O)cc1 (centres undefined)
27: CC1CCC2=NN(C(=O)c3ccco3)C(O)(C(F)(F)F)C2C1 (centres undefined)
28: O=C(Nc1ccccc1)N1CCCN(c2c(Cl)cncc2Cl)CC1
29: COc1ccc(OC)c(S(=O)(=O)N2CCCC(C(=O)N3CCCCCC3)C2)c1 (centres undefined)
30: CC(/C=C1\SC(=S)N(CCCC(=O)Nc2ccc(C(=O)O)cc2)C1=O)=C\c1ccccc1
31: O=C(/C=C/c1ccco1)N1CCCC(c2ccccc2)C1 (centres undefined)
32: COc1cc(/C=N/NC(=O)c2ccccn2)ccc1OC(=O)c1ccccc1Br
screen / no.,25,26,27,28,29,30,31,32
HKDC1 inh,3.8,-0.6,-9.2,5.1,-0.7,-5.0,5.2,2.7
PfG6PD inh,15.4,-2.4,-4.0,-0.6,-0.6,-1.2,3.8,1.8
SENP7 inh,1.2,-2.0,-6.3,-6.7,0.8,6.0,-3.4,3.6
MPTP block,0.0,-1.9,-0.5,2.7,-0.7,4.2,0.8,1.3
SENP6 block,-2.1,15.5,-24.3,-9.7,-8.6,26.7,5.3,12.5
NR3A LBD binder,-5.4,-0.7,0.3,-0.5,2.1,8.4,0.7,-10.0
SENP8 inh,-124.5,6.5,8.3,9.1,0.2,21.7,-0.7,-15.6
ATG4B inhibitor,-31.4,-1.6,-9.5,-8.9,-5.9,64.5*,1.0,-3.2

33: COc1cc(C(=O)Nc2cccc3ncccc23)cc(OC)c1OC
34: COc1ccc(-n2nc(C(=O)NCC(=O)NCc3cccc(F)c3)c3ccccc3c2=O)cc1Cl
35: CC1CCCC(C)N1CCCNC(=O)Cn1cc2c(n1)CCCC2 (centres undefined)
36: CCOc1ccc(NC(=S)N2CCC(C(=O)c3ccc(F)cc3)CC2)cc1
37: CCCc1cc(=O)oc2cc(C)cc(OCC(=O)NCCN3CCOCC3)c12
38: CCCCCCCCCCCCCCC(O)C[N+](C)(CCO)CCO (centres undefined)
39: Cc1ccc(C)c(S(=O)(=O)N2CCCOC2CNC(=O)C(=O)NCCc2ccccc2)c1 (centres undefined)
40: CCOC(=O)c1ccccc1NC(=O)c1cn(-c2ccc(OC)cc2)c(=O)c2ccccc12
screen / no.,33,34,35,36,37,38,39,40
HKDC1 inh,0.3,-2.0,-1.8,0.4,-6.9,5.2,3.4,-11.2
PfG6PD inh,-8.8,3.7,-6.7,19.5,-1.9,6.9,-8.6,17.1
SENP7 inh,-3.4,-1.7,-7.1,x,2.9,x,6.0,1.1
MPTP block,-0.3,0.7,-0.9,-0.3,1.9,2.5,1.2,0.4
SENP6 block,6.5,-17.2,-10.9,x,-8.1,x,-13.5,-13.3
NR3A LBD binder,0.3,-3.1,1.0,0.3,1.4,-2.3,-1.0,-0.4
SENP8 inh,5.8,-299.1,0.5,5.1,-411.6,6.2,12.6,-103.9
ATG4B inhibitor,-5.0,-14.6,3.5,0.3,-12.6,42.7*,5.6,-6.2

Retrieved by compound from above (3):
11: Cn1c2ccccc2n2c(=O)c(Cl)c(-c3ccccc3)c(C#N)c12
9: CC(C)OP(=O)(OC(C)C)C(Nc1cccc(C(=O)O)c1)c1ccccc1 (centres undefined)
21: S=C(Nc1ccc(Br)cc1)N1CCN(c2ccccn2)CC1
screen / no.,11,9,21
HKDC1 inh,14.0,-7.7,-3.3
PfG6PD inh,4.2,-13.7,7.2
SENP7 inh,8.3,11.5,3.4
MPTP block,2.0,2.2,6.7
SENP6 block,2.0,-6.2,-13.6
NR3A LBD binder,8.6,1.1,2.0
SENP8 inh,-323.3,-77.4,16.4
ATG4B inhibitor,7.8,-0.1,-9.6

Additional compounds
41: O=C1c2ccccc2CN1c1ccccc1
42: CCN(CC)Cc1c(O)ccc2occ(C(=O)c3ccccc3)c12
43: CC(OC(=O)c1cc2sccc2n1C)C(=O)NCCc1ccccc1 (centres undefined)
44: FC(F)(Cl)c1nnc2ccc(Cl)nn12
45: Cc1nc2ccccn2c1C(=O)NNC(=O)Nc1cccc(C(F)(F)F)c1
46: CC(C)NC(=O)c1cc2c(s1)CCCC2
47: COc1ccc(NC(=O)Nc2cccc3c2O[C@H](CN(C)C(=O)NC(C)C)[C@@H](C)CN([C@H](C)CO)C3=O)cc1
48: O=C(Nc1ccccc1N1CCCCC1)c1ccco1
screen / no.,41,42,43,44,45,46,47,48
HKDC1 inh,-7.0,-0.1,-1.6,-3.0,-3.9,-3.3,-5.4,-4.1
PfG6PD inh,6.3,15.8,-8.4,-6.9,-1.1,-2.5,-3.5,-22.3
SENP7 inh,38.4,-3.0,0.1,-2.9,-6.6,-10.7,6.5,-1.5
MPTP block,-0.2,0.3,0.2,-0.2,0.5,-1.1,-0.7,0.2
SENP6 block,39.5,-7.9,-9.2,-35.4,1.1,-28.4,-13.1,12.9
NR3A LBD binder,1.4,1.8,-0.1,-1.0,-0.8,0.6,-1.0,0.9
SENP8 inh,-1.4,8.7,10.2,0.1,-1.5,9.9,21.1,4.0
ATG4B inhibitor,2.9,0.7,-1.7,5.9,1.0,-3.4,-15.8,11.5

49: Cc1ccc(CN2CCN(/N=C/c3ccc(C(F)(F)F)cc3)CC2)c(C)c1
50: O=[N+]([O-])c1cccc(NC(=S)Nc2nc(-c3ccccc3Cl)cs2)c1
51: Cc1cc(C(=O)Nc2nnc(C(F)(F)F)s2)cs1
52: O=C(O)CCCC(=O)N1CCN(c2nc(-c3ccccc3)c3ccccc3n2)CC1
53: O=C(/N=C1\NC(=O)C(F)(C(F)(F)F)S1)NC1CCCCC1 (centres undefined)
54: Cc1ccc(CNC(=O)CNS(=O)(=O)c2ccc3nc(C)sc3c2)cc1
55: COC(=O)/C(C#N)=C/c1c[nH]c2ccccc12
56: NCCCn1cnc2ccccc21
screen / no.,49,50,51,52,53,54,55,56
HKDC1 inh,-2.3,0.4,0.3,-4.7,-4.2,-10.7,4.9,12.5
PfG6PD inh,5.4,14.2,118.7*,-11.5,73.4*,0.1,8.1,12.4
SENP7 inh,-9.2,-6.1,57.6*,7.0,-4.4,-4.1,4.5,-1.3
MPTP block,5.0,86.6*,21.3,-2.9,-2.4,-0.1,3.5,-1.1
SENP6 block,-12.5,3.4,76.2*,8.2,-13.0,-8.8,8.9,-3.8
NR3A LBD binder,6.6,16.8*,-0.2,0.6,-9.5,-0.9,-5.5,0.6
SENP8 inh,17.5,2.0,-15.1,-395.7,16.4,12.9,6.6,6.7
ATG4B inhibitor,3.4,20.5,-5.2,-4.4,4.0,-0.4,2.2,5.9

57: COc1ccc2oc(C)c(NC(C)=O)c2c1
58: O=C(CSc1nnc(-c2cccs2)n1-c1ccccc1)N1CCOCC1
59: C/C(CC(=O)Nc1ccccc1)=N\NC(=O)COc1ccc(C)cc1Br
60: O=C(Cn1cnc2c(cnn2-c2ccc(F)cc2)c1=O)N1CCCc2ccccc21
61: CSc1nc(-c2ccco2)nn1S(C)(=O)=O
62: Fc1cccc(Cl)c1CSc1ccc(-c2ccco2)nn1
screen / no.,57,58,59,60,61,62
HKDC1 inh,-4.9,-4.0,-5.5,-4.2,1.6,1.9
PfG6PD inh,-4.5,5.9,1.3,23.1,17.8,1.1
SENP7 inh,-2.5,5.2,4.8,1.7,0.0,0.9
MPTP block,2.2,0.6,0.6,-0.9,1.6,7.7
SENP6 block,3.8,22.4,-3.7,-3.9,-5.2,-6.8
NR3A LBD binder,-0.2,-0.9,-2.6,0.0,9.7,-0.6
SENP8 inh,-3.5,16.0,4.2,13.0,15.1,9.2
ATG4B inhibitor,-1.4,-16.8,-3.6,-14.3,-2.0,41.7*

Source: PubChem (Sanford-Burnham Center for Chemical Genomics)
